Bioassay records as filed in PubChem.
PriA SSB inh = blocks PriA binding to SSB C-terminal tail | AlphaScreen SSBct-PriA binding, biotinylated peptide | inhibition, % at 33 µM | 430,000 compounds, 0.6% hits | AID 1272365; in the data active = inhibition mostly above about 37%, no sharp cut-off; inactive = mostly below about 20%;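 also: plate controls were negative control peptide for no effect and reference peptide for full effect; strong numbers were not always called active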
MazEF act = increases E. coli MazEF RNase cleavage of RNA; P0AE70; FAM/BHQ RNA-DNA oligo cleavage fluorescence, 5 h; activation, % at 20 µM; 350,000 compounds, 0.32% hits; AID 504720; in the data active = activation above about 50%
Target sequence (P0AE70 whole entry, looked up): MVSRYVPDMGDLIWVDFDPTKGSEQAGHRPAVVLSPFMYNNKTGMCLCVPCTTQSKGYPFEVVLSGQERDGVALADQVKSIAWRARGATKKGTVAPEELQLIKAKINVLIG
UGM FP inh = blocks M. tuberculosis UGM enzyme; P9WIQ1; purified UGM, fluorescence polarization probe displacement; inhibition, % at 10 µM; 320,000 compounds, 0.06% hits; AID 504406; in the data active = inhibition above about 10%, passing the limit was not always enough
Target sequence (P9WIQ1 whole entry, looked up): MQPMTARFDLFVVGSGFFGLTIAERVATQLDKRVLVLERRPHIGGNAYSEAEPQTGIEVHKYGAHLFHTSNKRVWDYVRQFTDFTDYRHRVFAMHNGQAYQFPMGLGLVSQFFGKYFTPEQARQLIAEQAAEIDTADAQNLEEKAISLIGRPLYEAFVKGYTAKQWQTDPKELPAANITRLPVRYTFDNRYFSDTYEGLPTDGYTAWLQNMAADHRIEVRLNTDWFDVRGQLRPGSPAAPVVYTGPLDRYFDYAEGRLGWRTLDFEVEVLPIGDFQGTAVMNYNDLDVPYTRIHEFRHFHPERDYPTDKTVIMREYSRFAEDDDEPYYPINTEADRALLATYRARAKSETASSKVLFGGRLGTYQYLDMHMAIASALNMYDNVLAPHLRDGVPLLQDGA
BH1578 lux ind = quorum light induction in luxS cqsA deficient V. cholerae | V. cholerae BH1578 lux reporter, luminescence, 6 h | activation, % at 18.7 µM | 350,000 compounds, 0.16% hits | AID 588436; in the data active = activation mostly above about 9.7%, no sharp cut-off; also: not every result past the cut was called active; inactives centre near 0; reference of the scale not given here
Mtb BioA inh = BioA (M. tuberculosis) enzyme inhibition; 360,000 compounds, 0.096% hits; AID 602481; purified M. tuberculosis BioA enzyme, plate reader; inhibition, % at 9.99 µM; in the data active = inhibition above about 40%
GDH-TPI counter = counter-screen for M. tuberculosis FBA inhibitors: GDH-TPI coupled enzymes; GDH-TPI coupled enzyme counterscreen, NADH absorbance; inhibition, % at 4.8 µM; 360,000 compounds, 1.2% hits; AID 588335; in the data active = inhibition above about 30%;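 also: 0% = DMSO wells and 100% = wells lacking the enzyme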
3CLpro inhibitor = SARS-CoV 3CLpro protease inhibition | 290,000 compounds, 0.14% hits | AID 1706 | inhibition, % at 6 µM | recombinant SARS-CoV 3CLpro, quenched FRET peptide cleavage; in the data active = inhibition above about 12%
Mtb FBA inh = inhibits M. tuberculosis FBA enzyme | P9WQA3 | purified M. tuberculosis FBA, fluorescence read-out | inhibition, % at 1 µM | 360,000 compounds, 2.3% hits; in the data active = inhibition above about 27%;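 also: 0% = vehicle and 100% = reference inhibitor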
Rv3671c protease = Rv3671c (M. tuberculosis) protease inhibition; 320,000 compounds, 0.048% hits; inhibition, % at 5.96 µM; AID 2606; P9WHR9; in the data active = inhibition above about 38%;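 also: extracellular domain of Rv3671c used as enzyme; 0% = enzyme with DMSO and 100% = no enzyme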
VHR inh abs = DUSP3 (human) phosphatase inhibition; P51452; recombinant VHR phosphatase, pNPP absorbance; inhibition, % at 13.3 µM; 290,000 compounds, 0.52% hits; in the data active = inhibition above about 50%; also: some compounds called inactive have numbers as strong as hits
Target sequence (P51452 whole entry, looked up): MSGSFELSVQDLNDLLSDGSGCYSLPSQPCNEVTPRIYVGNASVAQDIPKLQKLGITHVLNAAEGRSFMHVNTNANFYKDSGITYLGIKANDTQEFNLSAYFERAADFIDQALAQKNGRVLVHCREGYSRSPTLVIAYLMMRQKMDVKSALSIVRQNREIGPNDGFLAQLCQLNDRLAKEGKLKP
* = called active by the depositor; i = inactive; · = no result given. Some of the compounds tested, so the mix of outcomes need not match the whole.

SMILES	PriA SSB inh	MazEF act	UGM FP inh	BH1578 lux ind	Mtb BioA inh	GDH-TPI counter	3CLpro inhibitor	Mtb FBA inh	Rv3671c protease	VHR inh abs
COc1ccc(CN2CC[C@H]3C=CC[C@@H](C(=O)NCCc4ccccc4)[C@H]3C2=O)cc1OC	0	-2	2.4	0.8	-1.2	-6	·	-1	-12	·
COc1cccc(C2SCC(=O)N2c2ccc(Cl)cc2)c1OC (configuration not stated)	-13	2	3.6	i	3.1	3	-1	0	-10	8
O=C(NC1=NCCS1)c1cccc(S(=O)(=O)N2CCc3ccccc32)c1	2	4	-1.5	0.6	·	-4	3	-2	-6	10
CC1CN(S(=O)(=O)c2cccc(C(=O)NCC3COc4ccccc4O3)c2)CC(C)O1 (configuration not stated)	-6	-4	0.5	i	1.4	11	·	-2	-2	·
CC[C@]12C(=O)N(C)C[C@H]([C@@H]3C(=O)N(C)C(=O)[C@@H]31)N2C(=O)c1ccc(Cl)c(Cl)c1	-7	1	·	i	-0.7	11	·	5	·	·
O=C(c1ccc(S(=O)(=O)N2CCOCC2)cc1)N(Cc1ccco1)Cc1cccs1	-6	-5	-4.6	-0.6	-0.3	3	-2	-1	-1	12
CN(Cc1ccc2c(c1)OCO2)C(=O)c1cc(-c2ccccc2)c(N2CCOCC2)s1	24	-5	1.0	0.4	2.0	3	·	4	-1	·
COCCCNC(=O)c1c(N)n(Cc2ccco2)c2nc3ccccc3nc12	-1	-23	1.0	-0.9	0.3	15	6	118*	-8	-15
COc1ccc(CN2CCCC(C(=O)N3CCCC3)C2)c(OC)c1 (configuration not stated)	-5	0	3.7	-0.5	-1.3	-4	2	-2	0	5
CC(C)Nc1nc(-c2ccccc2)nc(-n2ccnc2)n1	-13	9	-1.0	0.3	·	0	4	8	-8	20
Cc1ccccc1OCC(=O)NC1=NCCS1	-5	0	3.2	0.3	-1.7	-2	7	6	6	0
CCCC(=O)N1CCN(c2nnc(-c3ccccc3)c3ccccc23)CC1	-7	1	2.2	-1.2	3.2	11	4	2	1	-12

Continued; the last 2 above are carried over.
SMILES	PriA SSB inh	MazEF act	UGM FP inh	BH1578 lux ind	Mtb BioA inh	GDH-TPI counter	3CLpro inhibitor	Mtb FBA inh	Rv3671c protease	VHR inh abs
Cc1ccccc1OCC(=O)NC1=NCCS1	-5	0	3.2	0.3	-1.7	-2	7	6	6	0
CCCC(=O)N1CCN(c2nnc(-c3ccccc3)c3ccccc23)CC1	-7	1	2.2	-1.2	3.2	11	4	2	1	-12
O=C(COc1ccc(Cl)cc1Cl)Nc1ccc(C(=O)Nc2ccccc2C(=O)O)cc1	-2	-36	1.1	i	-0.4	7	4	23	-55	4
CC(=O)N1CCc2cc(Br)cc(S(=O)(=O)NCCCN3CCCC(C)C3)c21 (configuration not stated)	0	3	2.3	i	0.7	2	-1	4	5	10
CCCS(=O)(=O)n1nc(-c2ccc(C)cc2)cc1N	-8	2	3.5	-0.3	0.3	16	1	-1	-1	21
COc1ccc(Cc2nc(-c3cccnc3)no2)cc1OC	-16	-18	0.2	i	·	-3	1	-3	1	3
c1ccc(Cc2nn3c(-c4ccncc4)nnc3s2)cc1	-2	11	2.6	i	-0.7	1	3	0	6	28
O=C(c1cccc(F)c1)N1CCN(c2ccc([N+](=O)[O-])c(N3CCOCC3)c2)CC1	-14	2	-0.2	-0.6	2.2	0	0	-15	-5	2
NS(=O)(=O)c1cccc(NC(=O)CSc2nnc(C3CC3)n2Cc2ccccc2)c1	-3	4	2.9	-2.1	·	6	2	-1	-8	9
CCC(=O)OC1(C#CCOc2ccc(OC)cc2)CCN(C)CC1	-10	3	-3.2	3.8	1.3	-8	-5	1	6	6
CCOc1ccc(OCC(=O)Nc2ccc(S(N)(=O)=O)cc2)cc1	-11	1	1.4	0.7	·	0	-1	2	0	6
O=S(=O)(c1ccc(F)cc1)N1CCN(c2ccc(-c3ccccc3)nn2)CC1	-17	63*	0.4	i	·	-2	-2	2	5	37
COc1ccc(CCN2C(=O)c3ccccc3NC2c2cc(Cl)c(O)c(OC)c2)cc1 (configuration not stated)	5	4	-1.5	-0.3	-1.4	8	1	14	0	-10
Cc1cc(C)n(-c2ccc([N+](=O)[O-])cc2-c2nn[nH]n2)n1	-16	0	-0.1	-0.1	·	8	2	5	2	-15
CCCCOC(=O)N/N=C/C=C/c1ccccc1	·	3	-1.9	-0.4	-0.6	18	-3	-1	-13	0
CC(C)Oc1ccc(S(=O)(=O)N(C(C)C)C(C)C)cn1	-10	16	0.9	i	-1.2	8	-3	1	-2	27
CCC1(C)CC(CCNCc2ccc(N(C)C)cc2)(c2ccc(F)cc2)CCO1 (configuration not stated)	32	11	0.2	i	-0.5	8	0	-1	0	29
O=S(=O)(Cc1ccccc1)N1CCc2ccccc21	·	·	3.0	·	·	·	-5	·	-6	13
CCOc1ccc(Nc2nc(N)c([N+](=O)[O-])c(N3CCN(C)CC3)n2)cc1	22	-1	0.9	i	-2.1	14	-4	1	0	-11
CN(C1CCCCC1)S(=O)(=O)c1ccc(S(=O)(=O)N2CCN(CCC#N)CC2)cc1	-6	-4	-0.6	-0.2	-1.1	0	-5	-1	-4	-5
O=C(Nc1nc2ccccc2[nH]1)c1ccc(Br)o1	-1	-12	1.1	-0.3	·	29	0	0	3	28
CCN(CC)CCn1c2ccc(Cl)cc2c2nc(C)sc21	-2	-7	0.0	1.5	-3.3	4	-8	4	5	6
Cc1ccc(-n2nccc2-c2nn(-c3cccc(C(F)(F)F)c3)c(=O)n(C)c2=O)cc1	-15	-17	0.7	i	0.2	-12	2	1	-2	2
FC(F)(F)c1ccncc1-c1nnnn1-c1ccc(Cl)cc1	-8	-2	-2.4	i	-0.3	-5	3	1	4	45
Clc1ccc(/C=N/Nc2nc(Cl)nc3ccccc23)cc1	·	-11	5.6	-2.9	-3.4	12	2	3	-7	24
Cc1ccc(S(=O)(=O)N2C[C@@H](C)[C@]3(C2)[C@H](O)[C@H](OC(=O)NCc2ccccc2)C[C@H]2C(=O)N(c4ccccc4)C(=O)[C@H]23)cc1	·	1	·	i	-0.9	-3	·	67*	·	·
O=C(Cc1cccs1)N1CCN(c2ccc([N+](=O)[O-])cc2)CC1	5	7	0.2	-0.5	·	4	0	-8	-2	16
CC(C)c1ccc(NC(=O)Nc2nc(C(N)COCc3ccccc3)cs2)cc1 (configuration not stated)	·	·	·	i	1.0	9	·	-1	·	·
COc1ccc(N2CCN(C(=O)CN3CCN(C(c4ccccc4)c4ccccc4)CC3)CC2)cc1	48	-2	-2.4	-0.4	·	6	-3	-2	1	8
Cc1ccc([N+](=O)[O-])cc1S(=O)(=O)Nc1ccc(N2CCOCC2)cc1	-3	1	0.6	-1.2	·	-3	-1	-1	4	38
COC(=O)C1=C(c2ccccc2OCc2ccccc2)C[C@@H]2CC[C@H]1N2C(=O)NCCN1CCOCC1	8	3	0.2	-0.3	-1.4	3	·	0	0	·
CSCCC(NS(=O)(=O)c1ccc(Cl)cc1)C(=O)OCC(=O)c1c(C)[nH]c2ccccc12 (configuration not stated)	13	1	1.0	i	·	5	9	-3	-188	-4
Cc1ccc(NC(=O)CC(=O)NCCN2CCOCC2)cc1	-9	1	-0.5	i	0.4	0	1	-3	14	11
Cc1ccc(S(=O)(=O)N(C)C)cc1NC(=S)N1CCCCC1CO (configuration not stated)	-10	-6	-0.9	-0.1	·	-4	0	-2	-5	16
CCCS(=O)(=O)NC(=O)C1(C)CCN(C(=O)c2ccc(C(=O)OC)cc2)C1 (configuration not stated)	·	·	·	i	-1.8	12	·	4	·	·
Cc1nc(SCC(=O)N2CCNC2=O)c2ccccc2n1	-18	6	-0.3	i	-0.9	8	·	1	-4	·
Cn1nc(C(=O)NCC2COc3ccccc3O2)c2ccccc2c1=O (configuration not stated)	-7	2	-1.3	i	3.1	-3	·	1	-3	·
O=C(Nc1ccc(Cl)c(C(F)(F)F)c1)[C@@H]1CC=C[C@@H]2CCN(C3CCCCC3)C(=O)[C@@H]21	0	4	-2.3	1.5	-3.7	10	·	2	-4	·
CSC1=NCCN1S(=O)(=O)c1ccc(NC(C)=O)cc1	5	2	-1.1	-0.2	·	5	2	-2	-10	10
COc1ccc(CCNC(=S)NC2CCN(Cc3ccccc3)CC2)cc1	5	-6	2.3	i	·	-4	0	-3	1	-5
CC(=O)Nc1ccc(S(=O)(=O)N(C)CC(=O)OCC(=O)NNC(=O)c2ccccc2F)cc1	-8	-1	1.6	-1.1	-0.6	0	·	-1	0	·
Cc1cc(C)cc(NC(=O)CSc2nc3ccccc3nc2N2CCCCC2)c1	-19	-12	1.4	-0.2	-2.5	-13	8	1	-1	13
Cc1cc(C)cc(C(=O)N[C@@H](C)C(=O)N2CCC3(CC2)NCCc2[nH]cnc23)c1	-7	1	-0.4	-0.4	0.3	-4	2	-2	-3	12
CCCCC1(CC)COC(c2ccccc2)OC1 (configuration not stated)	-8	6	·	0.1	-1.3	2	·	0	·	·
COc1ccc(F)cc1S(=O)(=O)Nc1cc2c3c(c1)CCC(=O)N3CCC2	-1	5	-2.0	-0.3	-0.7	-9	·	-1	-1	·
Cc1ccc(C2=NCCn3c2c2ccc([N+](=O)[O-])cc2[n+]3[O-])cc1	12	3	-2.2	1.2	-2.3	12	·	2	3	·
Cc1c(NC(=O)c2cc3c(s2)-c2ccccc2OC3)cccc1[N+](=O)[O-]	-1	11	-2.9	-0.3	0.2	36*	3	0	-7	-9
CCn1cc(CCC(=O)NC(C)c2ccccc2)c2ccccc21 (configuration not stated)	-2	-5	1.0	-0.5	0.0	14	-4	5	5	-3
COc1cc(Cl)c(C)cc1NC(=O)CC1CCCC1	-20	5	-3.6	-0.3	-0.5	1	-1	-2	-1	5
CCN(CC(=O)Nc1cccc(F)c1)Cc1nc2ccccc2c(=O)[nH]1	1	-5	-0.8	i	·	3	0	-2	-2	12
O=[N+]([O-])c1cccc(S(=O)(=O)N2CN(c3ccc(Br)cc3)c3nc4ccccc4nc32)c1	-16	-10	0.6	i	-1.4	3	·	-2	6	·

9 compounds out of the list, ordered by count of non-hydrogen atoms, descending.
SMILES	PriA SSB inh	MazEF act	UGM FP inh	BH1578 lux ind	Mtb BioA inh	GDH-TPI counter	3CLpro inhibitor	Mtb FBA inh	Rv3671c protease	VHR inh abs
CC(=O)Nc1ccc(S(=O)(=O)N(C)CC(=O)OCC(=O)NNC(=O)c2ccccc2F)cc1	-8	-1	1.6	-1.1	-0.6	0	·	-1	0	·
O=[N+]([O-])c1cccc(S(=O)(=O)N2CN(c3ccc(Br)cc3)c3nc4ccccc4nc32)c1	-16	-10	0.6	i	-1.4	3	·	-2	6	·
Cc1cc(C)cc(NC(=O)CSc2nc3ccccc3nc2N2CCCCC2)c1	-19	-12	1.4	-0.2	-2.5	-13	8	1	-1	13
COc1ccc(CCNC(=S)NC2CCN(Cc3ccccc3)CC2)cc1	5	-6	2.3	i	·	-4	0	-3	1	-5
CCN(CC(=O)Nc1cccc(F)c1)Cc1nc2ccccc2c(=O)[nH]1	1	-5	-0.8	i	·	3	0	-2	-2	12
Cc1ccc(C2=NCCn3c2c2ccc([N+](=O)[O-])cc2[n+]3[O-])cc1	12	3	-2.2	1.2	-2.3	12	·	2	3	·
CSC1=NCCN1S(=O)(=O)c1ccc(NC(C)=O)cc1	5	2	-1.1	-0.2	·	5	2	-2	-10	10
COc1cc(Cl)c(C)cc1NC(=O)CC1CCCC1	-20	5	-3.6	-0.3	-0.5	1	-1	-2	-1	5
CCCCC1(CC)COC(c2ccccc2)OC1 (configuration not stated)	-8	6	·	0.1	-1.3	2	·	0	·	·
